Screens as filed in PubChem BioAssay.
Giardia kill: Giardia lamblia killing; Giardia lamblia trophozoite viability; activity change, % at 7.66 µM, hits read low; 340,000 compounds, 0.15% hits; in the data active = activity change below about -80%; inconclusive = between about -30% and that limit;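 note: parasites exposed to compound for two days anaerobically before the ATP read; % is set by controls: 0 for no effect and ±100 for the full control effect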
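Anaerobic 48 hrs incubation at 37 deg C of 100 trophozoites/well with test compounds; ATPLite 1-Step luminescence, 15-30 min RT, reports cellular ATP as viability.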
TSG101-PTAP inh: blocks PTAP/TSG101 interaction to inhibit HIV-1 budding | Q99816 | Fluorescence polarization, FITC-PTAP peptide / Tsg101 binding | Potency, µM (series often up to 115 µM), for inactives: at the highest dose activity change, negative = inhibition, actives largely listed as inhibitors | 340,000 tested, under 10 active; active = well fitted inhibition curve with a large enough effect in the main read-out, with a control signal flat, not every such curve was filed as active; inconclusive = small, poorly fitted or top-dose-only effect, or effect the other way, or a change in a side signal; inactive = no such curve, though single readings can be large or run the other way; note: potency is the fitted concentration of half-maximal effect; % of control where 0% means no effect
Target sequence (Q99816 whole entry, looked up): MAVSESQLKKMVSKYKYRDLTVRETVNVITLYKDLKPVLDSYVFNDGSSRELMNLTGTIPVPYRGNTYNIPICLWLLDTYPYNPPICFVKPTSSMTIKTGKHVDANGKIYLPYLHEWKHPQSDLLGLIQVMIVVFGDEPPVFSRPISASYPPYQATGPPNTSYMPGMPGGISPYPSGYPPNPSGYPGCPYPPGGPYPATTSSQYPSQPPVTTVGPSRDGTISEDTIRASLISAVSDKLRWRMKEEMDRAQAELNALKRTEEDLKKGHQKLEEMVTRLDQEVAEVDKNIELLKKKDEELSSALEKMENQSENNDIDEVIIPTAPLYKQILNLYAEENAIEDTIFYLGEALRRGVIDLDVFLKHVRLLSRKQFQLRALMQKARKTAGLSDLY
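FP read-out: FITC-PTAP peptide, 50 nM final, binding Tsg101 binding domain, 10 uM final; 20 min, r.t.; 10 mM HEPES pH 7.5, 0.15 M NaCl, 0.01% Tween 20, 3 mM EDTA, 0.1 mM TCEP.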
a7 integrin act: integrin-mediated muscular dystrophy alleviation activation; alpha7betagal myoblasts, beta-gal FDG fluorescence, 48 h; Potency, µM (highest dose often 38.3 µM), inactives show at the top dose activation, hits mostly activators; 350,000 compounds, 0.064% hits;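 note: potency is the fitted concentration of half-maximal effect; 100% = response of the positive control SU9516; nearly all actives have a fitted effect of over 60% in size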
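Alpha7betagal+/- myoblasts (passage 13) were plated 16-24 hr, then exposed to compounds (1:260 dilution of DMSO stock) for 48 hours at 37C. After MPER lysis, β-galactosidase reporter activity was read as FDG fluorescence (ex 480/em 540) after 30 minutes.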
S-ASM inh: human S-ASM enzyme inhibition | P17405 | placental ASM, HMU-PC fluorogenic substrate, 60 min | Potency, µM (highest dose often 57.5 µM), inactives show top-dose activity change, negative = inhibition, most hits filed as inhibitors | 340,000 compounds, 0.006% hits; note: potency is the fitted concentration of half-maximal effect
Target sequence (P17405 47-631 limits assumed): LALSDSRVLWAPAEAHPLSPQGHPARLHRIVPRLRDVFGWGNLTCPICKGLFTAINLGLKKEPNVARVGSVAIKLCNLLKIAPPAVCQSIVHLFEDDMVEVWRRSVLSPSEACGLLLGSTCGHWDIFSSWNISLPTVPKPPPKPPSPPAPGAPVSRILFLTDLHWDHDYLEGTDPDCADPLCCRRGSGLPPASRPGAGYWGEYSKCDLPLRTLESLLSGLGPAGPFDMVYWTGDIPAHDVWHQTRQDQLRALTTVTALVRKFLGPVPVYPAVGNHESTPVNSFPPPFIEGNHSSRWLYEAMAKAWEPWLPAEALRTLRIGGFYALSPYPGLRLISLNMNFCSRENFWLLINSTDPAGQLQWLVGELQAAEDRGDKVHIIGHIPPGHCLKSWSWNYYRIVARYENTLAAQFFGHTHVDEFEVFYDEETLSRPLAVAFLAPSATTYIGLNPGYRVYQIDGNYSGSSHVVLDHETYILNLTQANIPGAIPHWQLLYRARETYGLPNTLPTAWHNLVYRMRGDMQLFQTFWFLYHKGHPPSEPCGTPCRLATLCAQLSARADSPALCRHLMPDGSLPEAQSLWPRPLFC
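Steps: dispense placental human ASM, pin compound, wait 10 min at room temperature, add HMU-PC0 substrate at 9 uM final, incubate 60 min at 37 °C, add stop solution raising pH to 10, read fluorescence.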
The depositor's hits bear a star; ? = inconclusive; / = no result given; [ ] = another dose, or the depositor's remark. Unless noted, calls come from the whole dose curve; as a rule, active = well fitted curve in the direction sought with a large enough effect; inconclusive = small, poorly fitted or top-dose-only effect, or another doubt; inactive = no such curve, though single readings can be large; an effect the other way counts as inactive or inconclusive.

Values run as follows: a7 integrin act | S-ASM inh | TSG101-PTAP inh | Giardia kill
#1 Cc1cc(C)nc(SCC(=O)Nc2sc3c(c2C#N)CCC(C)C3)n1 (centres undefined)
 : -43% | -12% | 2% | -5
#2 CC=Cc1cc2c(c(=O)o1)C(=O)C(O)C(C)O2 (centres undefined)
 : -53%[inhibitor] | 55%[activator] | -6% | 13
#3 COC(=O)CCc1c[nH]c2ccc([N+](=O)[O-])cc12
 : ? | -4% | -1% | -10
#4 O=C(O)CC1(CC(=O)O)Nc2ccccc2SC1=O
 : -4% | 4% | -6% | 9
#5 O=C(O)CN1C(=O)C2(OCCO2)c2cc(Br)ccc21
 : 5% | 3% | -3% | -9
#6 O=C1NC(=S)NC1=Cc1ccc2c(c1)CCC2
 : 6% | -3% | 3% | -6
#7 CC1CC(C)CN(C(=O)C(C)N2CCN(S(=O)(=O)c3ccc(C(F)(F)F)cc3)CC2)C1 (centres undefined)
 : 17% | -1% | -8% | 16
#8 Cc1ccc(S(=O)(=O)Oc2ccccc2[N+](=O)[O-])cc1
 : 3% | -1% | 0% | -17
#9 CN(C)CCC(Oc1ccccc1OCc1ccccc1)c1ccccc1 (centres undefined)
 : -67%[inhibitor] | -2% | -2% | -20
#10 COc1ccc(C2=CC(=O)CC(c3ccc(F)cc3)C2)cn1 (centres undefined)
 : -8% | -2% | -6% | 11
#11 COc1ccc2c(ccc[n+]2[O-])c1
 : -7% | 1% | -2% | 12
#12 Nc1[nH]c(=O)[nH]c(=O)c1N=Cc1ccccc1
 : 34% | / | -24% | 23
#13 COc1ccc(C2(OC)Oc3cc(OC)ccc3C(=O)C2(O)OC)cc1 (centres undefined)
 : -18% | 3% | -2% | 1
#14 CC(SC(C)C(=O)NN=Cc1c[nH]c2ccccc12)C(=O)NN=Cc1c[nH]c2ccccc12 (centres undefined)
 : 0% | -20% | -4% | -9
#15 COC(=O)c1ccc(N2CCN(CC(=O)c3ccc(C)cc3)CC2)c([N+](=O)[O-])c1
 : 14% | 4% | -3% | -8
#16 O=[N+]([O-])c1ccc(N/N=C/c2cccs2)nc1
 : 15% | 1% | -1% | -19
#17 O=C1NC[C@H](Cc2ccccc2)N(CC2CCN(CCC3CCCC3)CC2)C1=O
 : -10% | -3% | -1% | 28
#18 CC12CCC(O)CC1=CCC1C2CCC2(C)c3[nH]ncc3CC12 (centres undefined)
 : -16% | 1% | -4% | -13
#19 Cc1c(Cl)cccc1NC(=S)NC(=O)c1cncc(Br)c1
 : -8% | -3% | 0% | 6
#20 COc1ccc(-c2cc(-c3ccccc3)c(C#N)c(SCC(=O)O)n2)cc1
 : 27% | 87%[activator] | -8% | -9
#21 Cc1cc(=O)[nH]c(NN=C2CCCCC2C)n1 (centres undefined)
 : 21% | 0% | -2% | -16
#22 Cc1ccc(C=NNc2nc3c([nH]2)c(=O)n(C)c(=O)n3C)cc1
 : ? | -1% | 1% | -11
#23 Nc1nonc1-n1nnc(C(=O)N/N=C/c2cccc(F)c2)c1CN1CCCCCC1
 : 0% | 6% | 1% | -17
#24 CCOC(=O)C[C@H]1c2ccc(C(F)(F)F)cc2S(=O)(=O)N1C1CCCC1
 : 0% | -7% | 1% | 22
#25 CC(C)(C)S(=O)(=O)N1C[C@H]2CC/C=C\C/C(c3ccccc3)=C\2[C@@H]1CCO
 : -12% | 3% | -2% | -2
#26 O=C(O)Cc1sc(=O)[nH]c1O
 : 20% | 1% | -3% | 1
#27 NS(=O)(=O)c1cnccc1Nc1cccc(Br)c1
 : -3% | 9% | -1% | 3
#28 O[C@@H]1Cc2ccccc2O[C@H]1c1ccccc1
 : 0% | -2% | -7% | -3
#29 C=CCSc1nnc2c(n1)-c1cccc3cccc-2c13
 : -15% | -26% | -6% | 13
#30 COc1cccc(C=NN2CCCCCC2)c1OC
 : 0% | 0% | -4% | -24
#31 O=C(/C=C/Nc1ccc(F)cc1)c1cccs1
 : 22% | 25% | -2% | -1
#32 CCOC(=O)N(Cc1ccccc1)C1CC1
 : 2% | 2% | -1% | -17
#33 CCc1nc(SCC(=O)N2CCc3ccccc32)c2oc3ccccc3c2n1
 : 31% | 3% | -6% | 18
#34 Cc1cccc(N2C(=O)C=CC2=O)c1
 : -64%[inhibitor] | 4% | 0% | -26
#35 COc1ccc(OC)c(NC(=O)CSc2ncnc3sc(C)cc23)c1
 : 5% | -4% | 0% | -3
#36 COc1cc(CN2CCN(c3cc(C)ccc3C)CC2)cc([N+](=O)[O-])c1O
 : 1% | -1% | -11% | -10
#37 COC(=O)[C@@H](NCc1ccc(B(O)O)cc1)C(C)C
 : 15% | 5% | 1% | -1
#38 c1ccc(CN(CCN2CCOCC2)Cc2ccccc2)cc1
 : -27% | 0% | -1% | 7
#39 Nc1nc(Cl)cc(=O)n1Cc1ccc(Cl)cc1
 : 12% | -1% | 0% | 2
#40 O=C(c1ccccc1)N1CCN(C(=O)c2ccccc2)c2ccccc21
 : ? | 5% | -1% | 23

Quoted at random: two records from the list
Values run as follows: a7 integrin act | S-ASM inh | TSG101-PTAP inh | Giardia kill
#32 CCOC(=O)N(Cc1ccccc1)C1CC1
 : 2% | 2% | -1% | -17
#34 Cc1cccc(N2C(=O)C=CC2=O)c1
 : -64%[inhibitor] | 4% | 0% | -26

The main list resumes, starting three compounds before the break.
Values run as follows: a7 integrin act | S-ASM inh | TSG101-PTAP inh | Giardia kill
#38 c1ccc(CN(CCN2CCOCC2)Cc2ccccc2)cc1
 : -27% | 0% | -1% | 7
#39 Nc1nc(Cl)cc(=O)n1Cc1ccc(Cl)cc1
 : 12% | -1% | 0% | 2
#40 O=C(c1ccccc1)N1CCN(C(=O)c2ccccc2)c2ccccc21
 : ? | 5% | -1% | 23
#41 CC(C)CCCCCCCCCCCCC(=O)NCC(=O)NC1C(C)OC(Nc2ncnc3nc[nH]c23)C(O)C1O (centres undefined)
 : -15% | -7% | 0% | 4
#42 CN(C)S(=O)(=O)c1ccc(/C(O)=C2/C(=O)C(=O)N(CCCN3CCOCC3)C2c2ccncc2)cc1 (centres undefined)
 : 1% | -1% | -5% | -18
#43 CC(/C=N\NC(=O)c1cccnc1)c1ccccc1 (centres undefined)
 : 7% | -3% | 1% | 21
#44 Nc1ccc2ccccc2c1C(=O)c1ccccc1
 : 2% | -3% | -2% | -5
#45 N#Cc1c(-c2ccc(F)cc2)c(-c2ccc(F)cc2)nn(CCO)c1=O
 : 19% | 18% | -7% | 14
#46 CC(Sc1nnc(CN2CCCC2)n1Cc1ccccc1)C(=O)Nc1ccc(F)c(F)c1F (centres undefined)
 : 10% | 2% | -1% | -13
#47 COc1ccccc1-c1cccc([C@@H]2C[C@H]3[C@H](CON3C)CN2Cc2cc(Cl)cc(Cl)c2)c1
 : 37% | -7% | -9% | 27
#48 O=C(Cc1cccc(NC(=O)C2CCCN(C(=O)C3CCCCC3)C2)c1)Nc1cccc(C(=O)N2CCOCC2)c1 (centres undefined)
 : -40% | -2% | -1% | 9
#49 CSc1nc2[nH]c(=O)n(O)c(=O)c2n1Cc1ccccc1
 : -29% | 11% | -4% | -18
#50 CCOC(=O)c1ccc2[nH]c(C)c(C)c2c1
 : 12% | -2% | -9% | -4

Copied from the list:
cpd 12 – TSG101-PTAP inh = -24%
cpd 37 – Giardia kill = -1
cpd 30 – Giardia kill = -24
cpd 19 – S-ASM inh = -3%
cpd 27 – TSG101-PTAP inh = -1%
cpd 1 – TSG101-PTAP inh = 2%
cpd 17 – TSG101-PTAP inh = -1%

Other structures follow:
Values run as follows: a7 integrin act | S-ASM inh | TSG101-PTAP inh | Giardia kill
#51 N#Cc1cnc(SCC(=O)N2CCCCC2)nc1N
 : -14% | 3% | -8% | -19
#52 CC(C)(C)OC(=O)N1CCC(C(=O)Nc2ccc(C(=O)NC3CC3)cc2)CC1
 : 1% | 7% | 0% | 11
#53 CCNc1nc(NCC)nc(N2CC(=O)N(CC(=O)OCC)C2=N)n1
 : 1% | 5% | -4% | 2
#54 C[C@H](O)[C@@H]1C(=O)N2CCc3ccc(-c4ccccc4)cc3[C@@H]2C[C@@H]1N(C)C(=O)Nc1cc(Cl)cc(Cl)c1
 : -13% | -15% | -4% | -17
#55 CN(c1ccccc1)S(=O)(=O)c1ccc(Cl)c(C(=O)OCC(=O)c2c(N)n(C)c(=O)n(C)c2=O)c1
 : 13% | -13% | -5% | 5
#56 CC(=O)c1cccc(-c2ccc(CN3C(CC(C)C)C(=O)N(Cc4cn(CC5CCCCC5)nn4)CCS3(=O)=O)cc2)c1 (centres undefined)
 : -3% | -1% | 4% | 7
#57 NC(=O)c1ncn([C@@H]2O[C@H](CN=C3NS(=O)(=O)c4ccccc43)[C@@H](O)[C@H]2O)n1
 : -6% | 1% | -3% | -14
#58 NC(=O)C1=C[C@@H](C2CCCCC2)C[C@@H](OCc2ccc(CO)cc2)O1
 : 1% | 0% | -3% | 9
#59 O=C1C=CC(=O)N1c1ccccc1N1C(=O)C=CC1=O
 : -58%[inhibitor] | -3% | -13% | 7
#60 COc1ccc(C(=O)c2c(-c3ccc(OC)cc3)oc3ccc(-c4ccc(OC)nc4)cc23)cc1
 : 23% | 103% | -4% | 35[activator]
#61 COc1ccc(-c2c(-c3ccsc3)oc3ccc(N4CCOCC4)cc23)cn1
 : -12% | 13% | -8% | ?
#62 COc1cccc(CN(CCC(C)C)S(=O)(=O)c2cc(Br)ccc2Br)c1
 : -11% | -3% | 1% | 20
#63 CC1OC(c2ccccc2)OC2COC(c3ccccc3)OC12 (centres undefined)
 : -8% | -3% | -1% | -14
#64 CN(CCc1ccccc1)C(=O)c1cccc(NC(=O)Cc2cccc(NC(=O)C3CCN(C(=O)C4CCCCC4)CC3)c2)c1
 : 2% | -3% | -13% | 14
#65 Cc1c([N+](=O)[O-])cnc(Sc2ccccc2)c1[N+](=O)[O-]
 : -62%[inhibitor] | -8% | -3% | -6
#66 CC(=O)NC12CC3CC(C1)CC(C(=O)Nc1ccc(C)c(S(=O)(=O)N4CCCCCC4)c1)(C3)C2
 : -10% | 2% | -1% | -4
#67 O=C1NCC(Nc2ccccc2)C(=O)N1 (centres undefined)
 : -3% | 1% | -1% | -7
#68 Cc1ccc(OC(=O)CCC(=O)Nc2ccc(C)c(C)c2)cc1
 : 23% | 6% | 0% | 1
#69 COc1ccc(OC)c(C(=O)c2c(C)oc3cc(Br)c(O)c(CN(C)C)c23)c1
 : -10% | -4% | 2% | 15
#70 O=C1c2ccccc2S(=O)(=O)c2cc(N3CCN(C(=O)c4ccccc4)CC3)ccc21
 : -21% | 11% | ? | -15
#71 CC[C@]12C(=O)N(C)C[C@H]([C@@H]3C(=O)N(C)C(=O)[C@@H]31)N2C(=O)c1ccccc1
 : -3% | 1% | -3% | -1
#72 CCN(C(=O)COC(=O)CCS(=O)(=O)c1ccccc1)c1c(N)n(Cc2ccccc2)c(=O)[nH]c1=O
 : 34% | 1% | -3% | 3

4 compounds from above, limited to S-ASM inh:
entry | compound | S-ASM inh
66 | CC(=O)NC12CC3CC(C1)CC(C(=O)Nc1ccc(C)c(S(=O)(=O)N4CCCCCC4)c1)(C3)C2 | 2%
67 | O=C1NCC(Nc2ccccc2)C(=O)N1 (centres undefined) | 1%
68 | Cc1ccc(OC(=O)CCC(=O)Nc2ccc(C)c(C)c2)cc1 | 6%
69 | COc1ccc(OC)c(C(=O)c2c(C)oc3cc(Br)c(O)c(CN(C)C)c23)c1 | -4%

A portion of the library; the hit share may differ from the screen's.
